# High-throughput results from PubChem.
# bub3 = NCI yeast anticancer drug screen, S. cerevisiae bub3 mutant strain. hit rate 9.9% among 78,000. AID 167. growth inhibition, % at 50 µM;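 also: 0% = growth of vehicle-only cultures of the same strain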
#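 In this screen, a yeast mutant lacking normal mitotic checkpoint function is challenged with compound. Relative growth versus vehicle gives the inhibition value.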
# yeast sgs1 mgt1 = NCI yeast anticancer drug screen, S. cerevisiae sgs1 mgt1 strain. growth inhibition, % at 50 µM. hit rate 10% among 78,000. AID 161;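 also: 0% = growth of vehicle-only cultures of the same strain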
#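 Mutant yeast exposed to compound; growth scored against vehicle-only wells.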
# yeast mlh1 rad18 = NCI yeast anticancer drug screen, S. cerevisiae mlh1 rad18 strain; hit rate 11% among 79,000; growth inhibition, % at 50 µM; AID 175;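 also: 0% = growth of vehicle-only cultures of the same strain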
#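 Yeast w/ defined DNA-repair lesions; compound exposure; growth vs vehicle controls → % inhibition.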
# yeast rad50 = NCI yeast anticancer drug screen, S. cerevisiae rad50 strain. % growth inhibition at 50 µM. hit rate 10% among 79,000. AID 155;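 also: 0% = growth of vehicle-only cultures of the same strain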
#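 Growth of the mutant yeast was measured after compound exposure and referenced to vehicle-treated cultures.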
# mec2-1 = NCI yeast anticancer drug screen, S. cerevisiae mec2-1 strain. % growth inhibition at 50 µM. hit rate 9% among 79,000;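 also: 0% = growth of vehicle-only cultures of the same strain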
#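 Growth inhibition is read against vehicle-treated controls after compound exposure of the mec2-1 yeast strain, which is defective in DNA damage repair or cell cycle control.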
# cln2 rad14 = NCI yeast anticancer drug screen, S. cerevisiae cln2 rad14 strain; % growth inhibition at 50 µM; hit rate 8.3% among 78,000; AID 165;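 also: 0% = growth of vehicle-only cultures of the same strain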
#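 Growth of compound-exposed yeast (cln2 rad14 genotype) measured and expressed as inhibition relative to vehicle.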
# Numbers without * were called inactive; . = no result given; & = joins results of further samples. Rule as the data show it: active = growth inhibition above about 70%; inactive = the rest.
[1] CCOc1ccccc1/C=N/NC(=O)O
[2] Cc1ccc(-c2cc(-c3ccco3)c(C#N)c(=O)n2C2OC(CO)C(O)C(O)C2O)cc1 (stereo not given)
[3] CCOC(=O)Cn1c(=O)c(-c2ccccc2NC(C)=O)nc2ccccc21
[4] O=C(O)COc1ccc(F)cc1Cl
[5] N#CC(O)C(Br)(Br)Br (stereo not given)
[6] OC1CCCCC1OC1CCc2ccccc2C1 (stereo not given)
[7] CSC1N=CNc2c1sc(=S)n2-c1ccccc1 (stereo not given)
[8] CC(C)(C)C(=O)N1C(C(=O)O)Cc2ccccc2[C@@H]1Cc1ccccc1 (stereo not given in full)
Compound	1	2	3	4	5	6	7	8
bub3	-11.6	14.9	0.4	-6.9	84.7*	50.0	-2.9	-11.1
yeast sgs1 mgt1	-12.2	15.7	-7.9	-8.2	83.3*	-5.2	15.9	-16.1
yeast mlh1 rad18	12.8	7.8	-14.1	-13.7	86.0*	33.1	-1.9	-29.5
yeast rad50	-9.2	0.3	-12.3	-19.1	82.7*	19.1	-20.8	-6.9
mec2-1	-6.5	21.6	-3.6	-9.3	74.3*	19.5	7.8	-7.2
cln2 rad14	-33.5	32.4	-6.1	-26.6	21.9	29.9	-3.9	22.5

[9] C=C(CSCCCCCCCCCCCC)C(=O)O
[10] O=C(SCCN1CCCC1)C(O)(c1ccccc1)C1CCCC1 (stereo not given)
[11] CCc1n[nH]c(=O)n1-n1c(C)ccc1C
[12] CCCCNc1c(C(=O)N2CCCCC2)cnc2c1cnn2CC
[13] COC(=O)C1=NNC(c2ccc(C)cc2)C1 (stereo not given)
[14] O=S1(=O)CCCS(=O)(=O)C1CC1S(=O)(=O)CCCS1(=O)=O
[15] C1=C(c2ccccc2)OC(c2ccccc2)=C[P+]1(c1ccccc1)c1ccccc1
[16] COC(=O)C(C(=O)C(=O)Nc1ccc(C)cc1)c1nc2ccc([N+](=O)[O-])cc2[nH]c1=O (stereo not given)
Compound	9	10	11	12	13	14	15	16
bub3	99.3*	-2.4	-33.0	46.8	-16.0	4.0	93.0*	22.2
yeast sgs1 mgt1	98.5*	-5.3	-5.2	26.2	-0.9	27.6	91.0*	0.8
yeast mlh1 rad18	96.7*	11.7	-15.2	1.1	2.9	17.1	92.7*	4.6
yeast rad50	98.5*	14.8	-15.8	-3.1	1.8	-5.8	92.1*	16.9
mec2-1	98.9*	-6.0	-25.9	1.8	-2.2	-18.6	90.8*	15.2
cln2 rad14	94.3*	-8.0	3.1	-13.9	-0.3	4.8	86.8*	-4.0

[17] CC(=O)NC(Cc1ccc(OC(C)=O)c(OC(C)=O)c1)C(C)=O (stereo not given)
[18] Cc1ccc(S(=O)(=O)N(CCOS(C)(=O)=O)CCOS(C)(=O)=O)cc1
[19] N#CCCN(Cc1ccccc1)CN1C(=O)c2ccccc2C1=O
[20] O=C(O)/C=C/c1ccc(OS(=O)(=O)O)cc1
[21] COc1ccc(/C=N\N2CN(C(CC(N)=O)C(=O)O)C(O)(CCl)N=C2N)cc1OC (stereo not given)
[22] CCCCCOCC(O)CNCCNCC(O)COCCCCC (stereo not given)
[23] O=[N+]([O-])c1ccccc1N=Nc1c(O)sc2ccccc12
[24] COc1cc2c(cc1OC)C1Cc3cc(OC)c(OC)cc3C(C2)N1C
Compound	17	18	19	20	21	22	23	24
bub3	-10.6	9.4	6.4	-9.8	6.8	-23.2	-6.8	-3.2&-5.2
yeast sgs1 mgt1	-0.7	-0.8	12.1	-14.9	3.1	14.3	3.8	-5.0&-6.2
yeast mlh1 rad18	6.0	5.2	-10.3	-7.4	-0.1	0.0	2.9	-24.2&-45.0
yeast rad50	-10.4	12.3	8.8	-12.6	9.1	8.0	5.6	-37.9&23.4
mec2-1	9.7	-13.2	5.5	-31.4	-6.9	0.0	4.7	-16.9&4.4
cln2 rad14	-8.3	-2.1	17.9	7.8	-5.7	-55.6	-9.2	2.6&6.8

[25] O=C1CN(Cc2ccccc2)CC(=O)N2Cc3ccccc3CN12
[26] COc1ccc(CN2COc3c(cc(Cl)c4cccnc34)C2)cc1
[27] Cc1nc2sccn2c1C(N)=O
[28] Nc1cnccc1N1CCN(c2cccc3ccccc23)CC1
[29] Cc1ccc(C)c(C(=O)CCC(=O)O)c1
[30] O=C1OC(c2ccccc2)CC1Cc1ccccc1 (stereo not given)
[31] CCN(CC)C(=O)C=C(C)C
[32] O=CC(O)C(O)C(O)COc1cc(CO)cc2c1C(=O)c1ccccc1C2=O (stereo not given)
Compound	25	26	27	28	29	30	31	32
bub3	44.5	99.4*	-3.8	98.4*	-1.0	29.1	-5.2	-12.8
yeast sgs1 mgt1	4.0	99.7*	11.1	99.2*	30.8	-12.9	-6.0	-38.1
yeast mlh1 rad18	-18.4	99.5*	6.8	99.0*	16.8	-33.8	9.9	-17.8
yeast rad50	-4.2	99.5*	11.3	99.0*	17.6	1.7	16.9	-23.9
mec2-1	-1.8	99.6*	-1.2	99.3*	-0.9	-0.2	-5.6	-14.5
cln2 rad14	-24.4	99.2*	-52.2	98.8*	6.2	-6.5	13.2	-25.1

[33] CC(C)(C)OC(=O)Cc1ccc([N+](=O)[O-])cc1
[34] O=C(O)CCN1C(=O)c2ccccc2C1=O
[35] CCOC(=O)C(CC(C)C)NC(=O)C(Cc1ccccc1)NC(=O)CNC(=O)OC(C)(C)C (stereo not given)
[36] Cc1nc(N)[nH]c(=O)c1Cc1ccc(Cl)cc1Cl
[37] NC(N)=NCCS(=O)(=O)O
[38] Cc1ccc(I)cc1NCN1C(=O)c2ccccc2C1=O
[39] CCCCCCCCCCCCCC(=O)OCC[N+](C)(C)C
[40] O=C(Nc1nc(=S)[nH][nH]1)C(=O)C(c1cnc2ccc([N+](=O)[O-])cc2n1)[N+](=O)[O-] (stereo not given)
Compound	33	34	35	36	37	38	39	40
bub3	-3.0	3.0	7.2	-12.6	-2.4	-2.8	91.5*	-0.6
yeast sgs1 mgt1	-10.7	-19.9	9.4	-5.7	-2.0	-4.5	92.9*	-14.3
yeast mlh1 rad18	-17.7	-4.5	18.2	8.6	20.4	7.0	90.5*	3.2
yeast rad50	2.0	-14.6	7.7	-1.6	5.8	-28.0	90.2*	-4.5
mec2-1	-19.6	-15.4	7.3	-1.1	7.3	-11.6	92.5*	-26.0
cln2 rad14	-5.8	-12.4	-11.7	-44.4	9.1	-10.6	88.8*	7.9

[41] Cc1nc(-c2ccccc2)nc2c1nc(C(C)C)n2Nc1ccccc1
[42] Nc1ncnc2c1ncn2-c1ccc([N+](=O)[O-])cn1
[43] CC1CCCCN(CCN(Cc2ccccc2)c2ccccc2)C1 (stereo not given)
[44] Cc1ccc(S(=O)(=O)Oc2ccc(-c3ccc([N+](=O)[O-])cc3)cc2)cc1
[45] CN(C)c1ccc(-c2c(C#N)c(O)n(NS(=O)(=O)c3ccccc3)c(=O)c2C#N)cc1
[46] C=C(CC[C@@H](O)C(Cl)CO)[Si](C)(C)C (stereo not given in full)
[47] CC(=O)C1=CCC(=C(C)C)C1
[48] NNC(=S)N/N=C(\CC1OC(=O)c2ccccc21)c1ccccc1O (stereo not given)
Compound	41	42	43	44	45	46	47	48
bub3	80.8*	4.3	58.0	-1.8	-21.4	10.3	-8.3	58.1
yeast sgs1 mgt1	73.8*	5.9	73.8*	15.4	-14.2	25.0	-13.8	56.1
yeast mlh1 rad18	78.5*	-21.8	54.1	7.0	-14.2	11.1	-1.6	84.2*
yeast rad50	94.1*	-4.8	58.1	1.5	-28.9	-2.5	-21.8	80.1*
mec2-1	57.6	8.7	45.9	19.2	-10.7	-4.8	5.0	60.2
cln2 rad14	64.8	2.3	80.8*	-6.9	13.9	21.5	-41.0	32.0

# From compound 1 to 12, as listed above:
[1] CCOc1ccccc1/C=N/NC(=O)O
[2] Cc1ccc(-c2cc(-c3ccco3)c(C#N)c(=O)n2C2OC(CO)C(O)C(O)C2O)cc1 (stereo not given)
[3] CCOC(=O)Cn1c(=O)c(-c2ccccc2NC(C)=O)nc2ccccc21
[4] O=C(O)COc1ccc(F)cc1Cl
[5] N#CC(O)C(Br)(Br)Br (stereo not given)
[6] OC1CCCCC1OC1CCc2ccccc2C1 (stereo not given)
[7] CSC1N=CNc2c1sc(=S)n2-c1ccccc1 (stereo not given)
[8] CC(C)(C)C(=O)N1C(C(=O)O)Cc2ccccc2[C@@H]1Cc1ccccc1 (stereo not given in full)
[9] C=C(CSCCCCCCCCCCCC)C(=O)O
[10] O=C(SCCN1CCCC1)C(O)(c1ccccc1)C1CCCC1 (stereo not given)
Compound	1	2	3	4	5	6	7	8	9	10
bub3	-11.6	14.9	0.4	-6.9	84.7*	50.0	-2.9	-11.1	99.3*	-2.4
yeast sgs1 mgt1	-12.2	15.7	-7.9	-8.2	83.3*	-5.2	15.9	-16.1	98.5*	-5.3
yeast mlh1 rad18	12.8	7.8	-14.1	-13.7	86.0*	33.1	-1.9	-29.5	96.7*	11.7
yeast rad50	-9.2	0.3	-12.3	-19.1	82.7*	19.1	-20.8	-6.9	98.5*	14.8
mec2-1	-6.5	21.6	-3.6	-9.3	74.3*	19.5	7.8	-7.2	98.9*	-6.0
cln2 rad14	-33.5	32.4	-6.1	-26.6	21.9	29.9	-3.9	22.5	94.3*	-8.0

[11] CCc1n[nH]c(=O)n1-n1c(C)ccc1C
[12] CCCCNc1c(C(=O)N2CCCCC2)cnc2c1cnn2CC
Compound	11	12
bub3	-33.0	46.8
yeast sgs1 mgt1	-5.2	26.2
yeast mlh1 rad18	-15.2	1.1
yeast rad50	-15.8	-3.1
mec2-1	-25.9	1.8
cln2 rad14	3.1	-13.9

# (cont.)
[49] CCCC(=O)C(C)(C)C
[50] C(=N\n1cnnc1)/c1ccc2c(c1)CCC2
[51] CCOC(=O)/C(=C/c1ccncc1)C(=O)c1ccccc1
[52] O=c1[nH]c(=S)[nH]c2[nH]c(=S)ncc12
[53] COC1OC(COC(c2ccccc2)(c2ccccc2)c2ccccc2)C2OC12 (stereo not given)
[54] Clc1cccc(C2SCc3nc4ccccc4n32)c1Cl (stereo not given)
[55] C=CCNC1=C2C[C@@H](C)C[C@@H](OC)[C@@H](OC(=O)CCCN)[C@H](C)/C=C(\C)[C@@H](OC(N)=O)[C@H](OC)/C=C\C=C(/C)C(=O)NC(=CC1=O)C2=O
[56] CN(C)c1ccc(/C=C/c2ccc(N(C)C)cc2)cc1
Compound	49	50	51	52	53	54	55	56
bub3	-22.1	.	2.8	-13.1	1.3	98.5*	20.6	-5.3
yeast sgs1 mgt1	-35.0	.	11.3	-31.8	22.6	97.5*	14.2	6.0
yeast mlh1 rad18	6.8	-20.4	22.0	-15.1	19.7	97.1*	4.6	-38.8
yeast rad50	18.2	-21.6	37.1	-26.8	44.1	98.6*	-5.2	-13.4
mec2-1	-12.4	-34.5	1.4	-43.1	5.2	98.4*	-0.6	-1.9
cln2 rad14	-41.5	.	13.8	1.9	11.0	97.4*	13.2	-9.4

[57] CCOC(=S)SCCSC
[58] O=C(ON(Cc1ccccc1)Cc1ccccc1)c1ccccc1
[59] COc1cc(C2C(C(=O)O)=C(C)Oc3cc4c(cc32)OCO4)cc(OC)c1OC (stereo not given)
[60] C=C1C(=O)OC2C1C(OC(=O)/C(C)=C/C)CC(O)(CCl)C1C(OC(C)=O)C=C(C)C21O (stereo not given)
[61] COc1ccc(/C=C/C(=O)C(C)(C)CN(C)CCN(C)C)cc1
[62] CCCCN(CCCC)CCNc1ccc(NS(=O)(=O)c2ccccc2)c2sc3ccccc3c(=O)c12
[63] CCOC1c2cc3c(cc2C(c2cc(OC)c(OC)c(OC)c2)C2C(=O)OCC12)OCO3 (stereo not given)
[64] CC(C)=CC1CCc2ccccc2N1S(=O)(=O)c1ccc(C)cc1 (stereo not given)
Compound	57	58	59	60	61	62	63	64
bub3	-3.6	28.1	48.5	8.3	-5.2	96.4*	-1.6	-31.7
yeast sgs1 mgt1	-1.4	20.4	97.0*	-4.9	-23.9	98.2*	-9.7	-14.9
yeast mlh1 rad18	11.6	10.8	97.8*	-50.6	-8.4	95.3*	17.5	-22.6
yeast rad50	11.7	-7.8	94.2*	22.7	-36.0	96.8*	7.1	31.8
mec2-1	6.3	1.9	92.8*	-2.1	-7.2	97.8*	2.4	0.2
cln2 rad14	4.3	-14.8	88.8*	5.2	-7.7	93.3*	2.6	-8.7
